RGS4 pot: RGS4 potentiators or activators, primary screen, cell-based, HEK293 M3R inducible RGS4, calcium flux; carbachol calcium flux Fluo4; active compounds read low; B-score at 10 µM; 310,000 tested, 0.92% active;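 active = B-score of the integrated calcium signal more than 4 SD below the library mean, with starting fluorescence not abnormally high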;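 note: negative B-score means reduced calcium response which marks RGS4 activation or potentiation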
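System – HEK293 FlpIn-TREx cells, stable M3R, doxycycline-inducible RGS4 · Reagent – ECmax carbachol challenge · Times – compound preincubation 20 min at room temperature before agonist · Technique – Fluo4 fluorescence kinetic imaging of calcium · Measure – B score of integrated Fluo4 ratio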
TRPC6 activator: mouse TRPC6 channel activators, primary screen, cell-based, HEK293, membrane potential dye; 310,000 tested, 0.13% active; B-score at 10 µM; HEK293-TRPC6 membrane potential dye fluorescence; active compounds read high;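 active = B-score of the integrated fluorescence ratio above library mean plus 3 SD, and starting fluorescence ratio within library mean plus 5 SD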;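 note: higher score means more depolarization so channel activation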
Target sequence (Q61143 whole entry, looked up): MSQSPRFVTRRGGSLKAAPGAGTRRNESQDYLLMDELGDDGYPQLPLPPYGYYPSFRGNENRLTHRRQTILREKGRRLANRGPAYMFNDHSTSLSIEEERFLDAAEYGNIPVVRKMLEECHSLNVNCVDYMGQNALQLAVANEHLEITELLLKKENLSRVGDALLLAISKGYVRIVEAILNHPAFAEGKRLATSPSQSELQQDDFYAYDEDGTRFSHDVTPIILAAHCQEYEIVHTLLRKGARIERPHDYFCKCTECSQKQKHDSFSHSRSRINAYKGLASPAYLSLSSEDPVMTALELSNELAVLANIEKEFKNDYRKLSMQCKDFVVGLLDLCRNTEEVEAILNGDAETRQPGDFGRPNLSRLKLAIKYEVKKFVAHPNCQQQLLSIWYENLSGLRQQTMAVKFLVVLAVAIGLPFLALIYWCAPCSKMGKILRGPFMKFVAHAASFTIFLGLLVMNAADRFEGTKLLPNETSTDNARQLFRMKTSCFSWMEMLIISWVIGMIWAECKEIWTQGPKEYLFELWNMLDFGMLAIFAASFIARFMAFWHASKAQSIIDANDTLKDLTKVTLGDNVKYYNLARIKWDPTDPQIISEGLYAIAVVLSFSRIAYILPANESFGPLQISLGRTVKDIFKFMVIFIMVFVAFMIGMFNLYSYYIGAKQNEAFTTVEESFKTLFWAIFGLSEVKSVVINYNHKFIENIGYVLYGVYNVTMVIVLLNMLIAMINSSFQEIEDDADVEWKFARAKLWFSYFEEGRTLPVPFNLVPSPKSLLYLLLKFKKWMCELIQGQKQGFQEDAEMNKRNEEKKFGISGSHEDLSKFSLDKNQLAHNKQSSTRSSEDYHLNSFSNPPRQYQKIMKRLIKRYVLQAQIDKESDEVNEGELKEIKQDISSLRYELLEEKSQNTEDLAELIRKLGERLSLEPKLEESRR
SKKanGAS inh: S. pyogenes SKKanGAS growth inhibitors in kanamycin, primary screen, streptokinase expression inhibitor project, SKKanGAS strain, BacTiter-Glo luminescence | 6 h | inhibition, % at 7.5 µM | 300,000 tested, 1.3% active | AID 1662, 2009;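 active = mean replicate score, as percent of positive control median, at least 50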;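 note: strain carries kanamycin resistance gene driven by streptokinase promoter and grows in 40 µg/ml kanamycin; loss of luminescence reflects streptokinase promoter inhibition or plain growth inhibition; 0% = median of DMSO wells and 100% = positive control at its reference dose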
HIF act: HIF pathway transcriptional activators, primary screen, cell-based, U2OS HRE-luciferase, luminescence; U2OS HRE-luciferase reporter; normalized: DMSO 0%, desferrioxamine 100%; activation, % at 7.5 µM (by protocol); 300,000 tested, 0.32% active; AID 1910, 2009;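 active = mean activation of at least 10% of the iron chelator positive control signal, with at least half of replicates also reaching 10%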
MrgX1 antag: antagonists of human MrgX1 receptor, primary screen, HEK293 cells, Fluo-4 calcium flux; Mas-related G-protein coupled receptor member X1 (Homo sapiens), Q96LB2; BAM8-22 antagonism; active compounds read low; B-score at 10 µM; 310,000 tested, 1.3% active;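 active = calcium-response B-score plate-corrected more than 3 library SD below zero, starting fluorescence within 5 deviations, no agonist response on first addition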;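 note: peak minus trough fluorescence over baseline after final BAM8-22 challenge near maximal dose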
MrgX1 ag: agonists of human MrgX1 receptor, primary screen, HEK293 cells, Fluo-4 calcium flux | Mas-related G-protein coupled receptor member X1 (Homo sapiens), Q96LB2 | Fluo-4 calcium fluorescence, agonist mode; active compounds read high | B-score at 10 µM | 310,000 tested, 0.44% active | AID 588627, 2011;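 active = calcium response B-score plate-corrected fluorescence ratio at least 3 library SD, with starting fluorescence B-score inside 5 SD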
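Assay system: stable human MrgX1 HEK293 cell line. Quantity: 15,000 cells per well. Schedule: cells plated overnight, dye loaded 0.5 h 37 °C, 0.5 h room temperature. Detection: Fluo-4 NW calcium-flux fluorescence, kinetic read. Read-out basis: peak-minus-minimum fluorescence over baseline, converted to B scores. Control set: positive and negative control wells on each plate.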
RGS4 inh: RGS4 inhibitors, primary screen, cell-based, HEK293 M3R inducible RGS4, calcium flux; Fluo-4 calcium flux; active compounds read high; triggered by carbachol at its EC20; B-score at 10 µM; 310,000 tested, 0.45% active;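 active = B-score, a plate-corrected calcium signal, over three deviations above library mean, with baseline fluorescence within five deviations of library mean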;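 note: RGS4 expression induced by doxycycline in cells with stable M3 receptor; B-score is computed from the integrated fluorescence ratio over baseline after carbachol; higher B-score means a larger calcium signal and so more RGS4 inhibition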
MrgX1 allo act: positive allosteric modulators of MrgX1, primary screen, HEK293 cells, Fluo-4 calcium flux; Mas-related G-protein coupled receptor member X1 (Homo sapiens), Q96LB2; FDSS; active compounds read high; B-score at 10 µM; 310,000 tested, 0.63% active;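 active = plate-corrected calcium response at least 3 library SD above typical, normal starting fluorescence, not activating the receptor alone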;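 note: compound read alongside a low EC10 to EC30 dose of BAM8-22 agonist; peak minus trough fluorescence over baseline measured at the second addition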
Platelet DG rel: inhibitors of platelet dense granule secretion, primary screen, cell-based, MLPCN, human platelets; human platelet-rich plasma, SFLLRN dense granule ATP release, luminescence; inhibition, %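 (compounds screened at 7.5 µM in platelet-rich plasma)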; 300,000 tested, 0.22% active;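 active = mean replicate score, as percent of positive control, at or above 50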
TRPC6 inh: mouse TRPC6 channel inhibitors, primary screen, cell-based, HEK293, membrane potential dye; Short transient receptor potential channel 6 (Mus musculus), Q61143; ACh-evoked depolarization; active compounds read low; B-score at 10 µM; 310,000 tested, 1.1% active;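 active = B-score under library mean minus 3 SD, initial fluorescence not abnormally high, positive integrated signal ratio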;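 note: B-score derived from integrated fluorescence ratio over the kinetic read; more negative B-score means stronger inhibition of depolarization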
TRPC4 inh: inhibitors of mouse TRPC4 channel, primary screen, Fluo4 calcium, HEK293 TRPC4beta/mu-opioid cells | AID 2247, 2010 | 300,000 tested, 0.39% active | DAMGO-evoked Fluo4 calcium flux; active compounds read low | B-score at 10 µM | Short transient receptor potential channel 4 (Mus musculus), Q9QUQ5;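 active = B-score over 3 SD under the library average, no early fluorescence shift, positive overall ratio signal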
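Material: HEK293 cells with stable TRPC4beta plus mu-opioid receptor expression / Probe or stimulus: DAMGO in two steps, submaximal then maximal / Compound: single concentration per test compound / Technique: kinetic Fluo4 fluorescence imaging of calcium influx / Read-out: per-well B score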
* hit, by the source's call; i = inactive; nt = no result given.

Under each structure: RGS4 pot, TRPC6 activator, SKKanGAS inh, HIF act, MrgX1 antag, MrgX1 ag, RGS4 inh, MrgX1 allo act, Platelet DG rel, TRPC6 inh, TRPC4 inh
> Cc1ccc(NC(=O)Cn2nnc(C(=O)NCCc3ccccc3)c2N)cc1Cl
    i, i, -4, -0.5, i, i, i, i, -4, i, i
> COc1ccc(CN(C)C(=O)c2cccc(C(=O)N(C)Cc3ccc(OC)cc3)c2)cc1
    i, i, -1, 0.4, i, i, i, i, -1, i, i
> COc1ccc(N2C(=NC(=O)C3CCCCC3)SC3CS(=O)(=O)CC32)cc1Cl (centres undefined)
    i, i, -4, -0.1, i, i, i, i, -4, i, i
> C/C(=N\NC(=O)CSCc1ccc(Cl)cc1)c1ccc(NC(=O)c2ccccc2)cc1
    i, i, -1, 2.0, i, i, i, i, -3, i, i
> COc1ccc(-n2c(CN3CCN(c4ccccc4)CC3)nc3ccc([N+](=O)[O-])cc3c2=O)c(OC)c1
    i, i, 7, 1.5, i, i, i, i, -8, i, i
> CN(C)CCSc1nc(-c2ccccc2)nc2c1CCCC2
    i, i, -2, -0.4, i, i, i, i, 0, i, i
> CCOC(=O)c1cc(-c2ccccc2)sc1NC(=S)Nc1cc(C)ccn1
    i, i, 5, 0.6, i, i, i, i, -1, i, i
> COC(=O)c1sc(S(=O)(=O)N2CCC(C)CC2)c(C(=O)OC)c1C
    i, i, 8, -0.2, i, i, i, i, 1, i, i
> O=C(c1cc([N+](=O)[O-])ccc1Cl)N1c2ccccc2Sc2ccccc21
    i, i, 0, 0.0, i, i, i, i, -2, i, i
> CCOc1ccc(-c2nn[nH]n2)cc1OCC
    i, i, 6, 0.4, i, i, i, i, -8, i, i
> CCCCOc1ccc(C(=O)N(C)CC(=O)Nc2ccc(C)cc2)cc1
    i, i, -1, 0.0, i, i, i, i, -3, i, i
> C#CCSc1nc(-c2ccccc2)cc(C(F)(F)F)c1C#N
    i, i, 4, -0.6, i, i, i, i, 0, i, i
> O=C(O)c1cccc2c(/C=N/Nc3ccccn3)c[nH]c12
    i, i, -8, 0.6, i, i, i, i, 25, i, i
> CCOC(=O)N1CCN(c2c(NCCc3ccc(OCC)c(OCC)c3)c(=O)c2=O)CC1
    i, i, 2, -0.2, i, i, i, i, 1, i, i
> COc1cc(NC(=O)Cn2cnc3sc(C)c(S(=O)(=O)N4CCN(C)CC4)c3c2=O)cc(OC)c1OC
    i, i, 2, 0.1, i, i, i, i, -3, i, i
> O=C(Nc1ccc(O)c(C(=O)O)c1)c1ccc2c(c1)C(=O)N(CC1CCCO1)C2=O (centres undefined)
    i, i, -2, 0.0, i, i, i, i, -12, i, i
> CN(CC(=O)Nc1ccccc1Cl)C(=O)COC(=O)c1nc(Cl)c(Cl)c(Cl)c1Cl
    i, i, 22, 2.4, i, i, i, i, 13, i, i
> CCOc1ccc(-n2c(=S)sc3c(=O)[nH]c(SCC(=O)NCC4CCCO4)nc32)cc1 (centres undefined)
    i, i, 11, -16, i, i, i, i, 1, i, i
> COc1ccc(-n2c(SCC(N)=O)nc3nc4c(cc3c2=O)COC(C)(C)C4)cc1
    i, i, 3, -0.4, i, i, i, i, 9, i, i
> CCOc1ccc(CNS(=O)(=O)c2ccc(-c3ccc(=O)[nH]n3)o2)cc1OC
    i, i, 4, -0.7, i, i, i, i, 0, i, i
> N/C(=N\OC(=O)N1c2ccccc2Sc2ccccc21)c1ccc(Br)cc1
    i, i, 10, -0.2, i, i, i, i, -5, i, i
> O=C(NCCOCC(F)(F)C(F)F)c1cc(F)c(F)cc1Cl
    i, i, -5, 0.2, i, i, i, i, 2, i, i
> COc1ccc(Cl)cc1S(=O)(=O)N1CCCC1
    i, i, -5, -0.2, i, i, i, i, 4, i, i
> COc1cc2c(cc1OC)C(C)N(C(=O)c1cc3n(n1)C(C(F)(F)F)CC(c1ccco1)N3)CC2 (centres undefined)
    i, i, 7, 0.0, i, i, i, i, -3, i, nt
> Cc1ccc(C)c2c1[nH]c1ccccc12
    i, i, 5, -0.3, i, i, i, i, 4, i, i
> CC(=O)OCc1cc(=O)n(C)c(=O)n1C
    i, i, -2, -0.4, i, i, i, i, -1, i, i
> CN(C)CC(=O)N1c2ccccc2CCc2ccc(NC(=O)c3ccc(N)cc3)cc21
    i, i, 7, 0.0, i, i, i, i, 1, i, i
> CCOc1ccc(NC(=O)CCC(=O)Nc2cc(OC)c(NC(=O)c3ccco3)cc2OC)cc1
    i, i, 3, 0.3, i, i, i, i, -21, i, i
> CC1CC(=O)C2=C(C1)Nc1ncnn1C2c1ccccc1 (centres undefined)
    i, i, -15, -0.1, i, i, i, i, 8, i, i
> Cc1nc(NC(=O)c2ccc([N+](=O)[O-])cc2Cl)sc1C(=O)N(C)C
    i, i, -6, -0.1, i, i, i, i, -5, i, i
> CC(=O)Nc1ccc(Oc2ccc(-c3noc(C)n3)cc2)cc1
    i, i, -4, 0.2, i, i, i, i, 0, i, i
> Cc1cc([N+](=O)[O-])ccc1NC(=O)Nc1ccc(F)cc1F
    i, i, 10, -0.9, i, i, i, i, 2, i, i
> Cc1ccc(N=c2oc3cc(O)ccc3cc2C(N)=O)cc1
    i, i, 18, 2.6, i, i, i, i, -4, i, i
> O=C(NCC(c1ccco1)N1CCN(c2ccc(F)cc2)CC1)OCc1ccccc1 (centres undefined)
    i, i, 16, 0.5, i, i, i, i, 6, i, i
> COc1ccc(/C=N/Nc2nc(-c3ccc(Cl)cc3)cc(C(F)(F)F)n2)c(OC)c1
    i, i, 4, 0.2, i, i, i, i, 10, i, i
> COc1ccc(CN2CCNC(=O)C2CC(=O)N(C)Cc2ccon2)cc1OC (centres undefined)
    i, i, -3, -0.4, i, i, i, i, -12, i, i
> CSC1=NCCN1C(=O)c1ccc(S(=O)(=O)N(C)C)cc1
    i, i, -1, -0.2, i, i, i, i, -9, i, i
> CCn1ncc(C2=NOC(C(=O)Nc3c(C)n(C)n(-c4ccccc4)c3=O)C2)c1C (centres undefined)
    i, i, 0, 0.8, i, i, i, i, 22, i, i
> OCCC1CN(Cc2ccc(C(F)(F)F)cc2)CCN1Cc1ccccc1 (centres undefined)
    i, i, -12, -0.8, i, i, i, i, 0, i, i
> COC(=O)c1[nH]c2ccc(C)cc2c1NC(=O)C(C)N1CCN(C2CCCCC2)CC1 (centres undefined)
    i, i, 11, -1.0, i, i, i, i, 3, i, i
> Cc1cccc2c1NC(=O)C2(O)N1CCCC(C)C1 (centres undefined)
    i, i, 3, 2.6, i, i, i, i, -3, i, i
> CCCC(=O)Nc1cc(Cl)ccc1N1CCN(C(=O)CC)CC1
    i, i, -1, nt, i, i, i, i, -1, i, i
> CCN(CC(=O)Nc1c(F)cccc1F)C(=O)CCc1c[nH]c2ccccc12
    i, i, -10, 1.3, i, i, i, i, 0, i, i
> O=C(CCCN1C(=O)c2ccccc2C1=O)NC1=NCCS1
    i, i, -4, -0.3, nt, nt, i, nt, 2, i, i
> O=C(NNC(=O)c1ccc(Oc2cc(Cl)cc(Cl)c2)o1)c1ccccc1
    i, i, -8, -0.5, i, i, i, i, 3, i, i
> O=c1[nH]c(CN2CCN(CCO)CC2)nc2ccccc12
    i, i, -3, -0.1, i, i, i, i, 0, i, i
> O=C(c1cc(F)c(F)cc1Cl)N1CCCCC1
    i, i, 2, -0.2, i, i, i, i, 4, i, i
> COC(CN(C)C(C(=O)NC1CCCCC1)c1ccccc1)OC (centres undefined)
    i, i, -6, -0.8, i, i, i, i, 5, i, i
> CCOC(=O)C1C2C=CC3(CN(Cc4cccs4)C(=O)C13)O2 (centres undefined)
    i, i, 1, -0.1, i, i, i, i, 0, i, i
> COc1ccc(-c2cc3ccccc3n2CC(O)CNCCO)cc1 (centres undefined)
    i, i, 2, 0.1, i, i, i, i, -1, i, i

The list goes on:
Under each structure: RGS4 pot, TRPC6 activator, SKKanGAS inh, HIF act, MrgX1 antag, MrgX1 ag, RGS4 inh, MrgX1 allo act, Platelet DG rel, TRPC6 inh, TRPC4 inh
> O=C(O)c1ccc(NC(=S)NC(=O)c2cccnc2)cc1
    i, i, 5, 0.5, i, i, i, i, -4, i, i
> CCCn1c2c(c(O)c(C(=O)Nc3ccc(OC)cc3)c1=O)CCCC2
    i, i, 26, -8.9, i, i, i, i, -7, i, i
> Cc1ccc(NC(=O)Cn2cnc3c(nnn3Cc3ccc(F)cc3)c2=O)cc1
    i, i, -29, -0.2, i, i, i, i, -4, i, i
> Cc1ccc(C(=O)OCC(=O)NCc2cccs2)cc1S(=O)(=O)N1CCOCC1
    i, i, 7, 0.2, i, i, i, i, -3, i, i
> O=C(Cc1ccccc1)Nc1ccc2c(c1)C(=O)N(CC1CCCO1)C2=O (centres undefined)
    i, i, -12, -0.5, i, i, i, i, 1, i, i
> Cc1cccc(N(Cc2ccccc2)C(=O)c2ccc(CS(C)(=O)=O)cc2)c1
    i, i, 3, -0.8, i, i, i, i, 2, i, i
> CC1(C)C(=O)Nc2ccccc2N1C(=O)c1ccc([N+](=O)[O-])cc1
    i, i, 4, -28, i, i, i, i, -1, i, i
> Cc1ccc(C(=O)N2CCN(c3ccc(NC(=O)c4ccc5c(c4)OCCO5)cc3)CC2)cc1
    i, i, 19, 0.1, i, i, i, i, -8, i, i
> Cc1cc(C)n(-c2ccc(C(=O)OCC(=O)c3c(N)n(C)c(=O)n(C)c3=O)cc2)n1
    i, i, 15, 0.2, i, i, i, i, 4, i, i

Screening results deposited in PubChem by several laboratories.
